Anthrax LF inh2 – blocks Bacillus anthracis lethal factor protease; inhibition, % at 10 µM; actives 0.12% (n = 360,000); P15917; multiplex microsphere protease cleavage assay, LF; note: plate controls were buffer without enzyme for full effect and enzyme alone for no effect
FadD28 FP inh – blocks FadD28 binding to the bisubstrate probe; actives 0.22% (n = 360,000); fluorescence polarization; AID 588549; inhibition, % at 12.5 µM; in the data active = inhibition above about 8.5%, passing the limit was not always enough; inconclusive = no clear call, values can overlap the other calls
PfHsp40 yeast – restores yeast growth despite PfHsp40 toxicity; S. cerevisiae expressing PfHsp40, growth rescue, ATP luminescence; growth rescue, % at 12.5 µM; actives 0.68% (n = 340,000); AID 504582; in the data active = growth rescue above about 28%, passing the limit was not always enough; inconclusive = no clear call, values can overlap the other calls;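 note: yeast W303a lacking pdr1 and pdr3 grown in galactose medium; growth measured after three days at 30 °C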
Mtb BioA inh – inhibitors of Mycobacterium tuberculosis BioA enzyme. actives 0.096% (n = 360,000). purified M. tuberculosis BioA enzyme, plate reader. inhibition, % at 9.99 µM; in the data active = inhibition above about 40%; inconclusive = no clear call, values can overlap the other calls
FBA Mtb inh – Mtb fructose-bisphosphate aldolase inhibition. purified M. tuberculosis FBA, fluorescence read-out. inhibition, % at 1 µM. actives 2.3% (n = 360,000). AID 588726; in the data active = inhibition above about 27%;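 note: 0% = vehicle and 100% = reference inhibitor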
Target sequence (P9WQA3 whole entry, looked up): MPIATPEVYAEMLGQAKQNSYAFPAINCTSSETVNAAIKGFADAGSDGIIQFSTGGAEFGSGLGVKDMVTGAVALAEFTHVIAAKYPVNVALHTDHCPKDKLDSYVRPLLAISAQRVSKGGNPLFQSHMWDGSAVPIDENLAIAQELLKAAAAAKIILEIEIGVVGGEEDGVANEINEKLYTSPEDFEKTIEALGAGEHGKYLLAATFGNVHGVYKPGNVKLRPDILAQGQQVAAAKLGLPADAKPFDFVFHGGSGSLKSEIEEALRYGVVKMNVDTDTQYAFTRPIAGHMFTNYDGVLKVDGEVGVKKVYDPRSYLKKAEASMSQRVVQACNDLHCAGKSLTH
BoNT A protease – blocks Botulinum neurotoxin A light chain protease | multiplex microsphere protease substrate cleavage, flow cytometry | inhibition, % at 10 µM | actives 0.17% (n = 360,000) | AID 588499; note: plate controls were buffer without enzyme for full effect and enzyme alone for no effect
UGM FP inh – Mtb UDP-galactopyranose mutase inhibition; actives 0.06% (n = 320,000); P9WIQ1; AID 504406; purified UGM, fluorescence polarization probe displacement; inhibition, % at 10 µM; in the data active = inhibition above about 10%, passing the limit was not always enough; inconclusive = no clear call, values can overlap the other calls
Target sequence (P9WIQ1 whole entry, looked up): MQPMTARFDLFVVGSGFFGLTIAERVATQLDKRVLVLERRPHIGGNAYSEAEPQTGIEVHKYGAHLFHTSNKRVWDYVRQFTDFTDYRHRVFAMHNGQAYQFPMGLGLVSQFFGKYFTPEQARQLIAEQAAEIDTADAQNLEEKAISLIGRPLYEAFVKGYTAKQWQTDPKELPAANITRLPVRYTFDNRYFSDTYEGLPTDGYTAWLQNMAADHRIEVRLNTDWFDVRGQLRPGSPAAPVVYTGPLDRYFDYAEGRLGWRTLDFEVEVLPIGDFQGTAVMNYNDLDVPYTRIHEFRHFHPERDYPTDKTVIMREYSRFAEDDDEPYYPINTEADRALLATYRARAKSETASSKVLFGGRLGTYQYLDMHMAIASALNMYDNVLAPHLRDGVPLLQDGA
BoNT F protease – blocks Botulinum neurotoxin F light chain protease. actives 0.22% (n = 360,000). inhibition, % at 10 µM. Multiplex microsphere protease cleavage assay, flow cytometry; in the data active = inhibition above about 35%, passing the limit was not always enough; inconclusive = no clear call, values can overlap the other calls; note: plate controls were buffer without enzyme for full effect and enzyme alone for no effect
GDH-TPI counter – counter-screen for M. tuberculosis FBA inhibitors: GDH-TPI coupled enzymes. GDH-TPI coupled enzyme counterscreen, NADH absorbance. inhibition, % at 4.8 µM. actives 1.2% (n = 360,000). AID 588335; in the data active = inhibition above about 30%;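 note: 0% = DMSO wells and 100% = wells lacking the enzyme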
* marks the source's active call; other numbers are inactive results; ? = inconclusive; · = no result given. Cut-off read from the data, not from the text of the source, unless noted: active = inhibition above about 30%; inconclusive = no clear call, values can overlap the other calls; inactive = below that.

Values run as follows: Anthrax LF inh2	FadD28 FP inh	PfHsp40 yeast	Mtb BioA inh	FBA Mtb inh	BoNT A protease	UGM FP inh	BoNT F protease	GDH-TPI counter
O=C(O)C1CCCN1C(=O)c1cncc(Br)c1 (configuration not stated)
    2	0.5	-2.0	-4.6	4	-0.6	-3.2	3	5
COc1ccc(/C=N/NC(=O)c2ccncc2)c(C(=O)O)c1OC
    -7	-0.5	0.1	·	0	-1.2	-0.5	-13	11
O=C(CN1CCN(c2ccc(C(F)(F)F)cn2)CC1)NCc1ccc2c(c1)OCO2
    -8	-3.3	-0.2	·	1	?	0.5	?	9
CCCn1nnnc1NC(=O)c1ccc2ccccc2c1
    -2	0.5	0.9	·	1	-0.9	1.8	-4	5
COc1nc(NC(C)(C)C)nc(Oc2ccc(=O)n(C)n2)n1
    -13	-3.1	-0.2	-0.7	-2	-0.6	-2.4	6	11
Cc1ccsc1/C=N\NC(=O)CCc1c(C)n[nH]c1C
    0	0.5	-0.4	·	-2	0.1	-0.5	-6	16
CCOC(=O)c1c(N)sc2c1CCS(=O)(=O)C2
    -1	2.7	-1.8	-0.6	3	1.2	0.6	2	12
CC(C)COC(=O)N1CC(O)CC1C(=O)O (configuration not stated)
    -14	-2.6	1.8	-0.6	1	1.4	1.7	6	-5
CCOC(=O)c1cc(C(=O)OCC)c2cc(Br)ccc2n1
    -5	-1.4	-1.8	-0.5	-5	-1.2	-1.5	-18	8
C/C(=N/NC(=O)c1ccoc1C)C12CC3CC(CC(C3)C1)C2
    -5	-3.0	0.5	-1.8	0	-0.1	-1.6	0	-4
CC1CCCN1c1ccnc2cc(Cl)ccc12 (configuration not stated)
    5	-0.9	·	0.3	2	0.0	·	-4	30
CC1CCN(S(=O)(=O)c2cccc(C(=O)O)c2)CC1
    2	0.2	3.8	-1.5	1	1.0	2.1	7	7
NC(=O)CNC(=O)c1ccc(Cl)cc1
    -3	-2.2	0.4	·	1	-1.6	-1.1	-13	-5
FC(F)(F)c1cc(NCc2cccs2)n2ncnc2n1
    5	-3.5	0.5	0.6	-1	0.2	-0.1	2	2
CCOc1ccc(CCN2CN(CC)CNC2=S)cc1OCC
    -3	-0.6	0.2	·	2	-0.3	1.9	0	0
COc1ccccc1C1CN(c2ccccc2)N=C1c1cccs1 (configuration not stated)
    15	-3.0	1.2	-0.3	85*	12	-3.9	3	7
Cn1c(=O)c2c(nc(CN3CCC(C(N)=O)CC3)n2CCc2ccccc2)n(C)c1=O
    -1	-4.4	-0.5	-0.9	1	?	-0.8	3	-7
Cc1ccc(NC(=O)CC2(CC(=O)O)CCCC2)c(C)c1
    1	-0.8	-0.3	-0.5	3	1.4	1.9	16	2
C#CCOCCOCCOCCNc1nc(N2CCN(C(=O)Cn3cc(CC(C)O)nn3)CC2)nc(N2CCN(C(=O)[C@H]([C@@H](C)CC)n3cc(CCCN=C(N)N)nn3)CC2)n1 (some centres not stated)
    5	-0.9	-1.3	-2.9	3	0.1	0.7	-1	7
COc1ccc(NC(=O)COC(=O)C2CCC2)cc1Cl
    7	1.6	-0.3	0.2	1	0.1	2.2	1	-7
O=C(C1CCC(=O)N1Cc1ccccc1Cl)N1CCC2(CC1)OCCO2 (configuration not stated)
    0	-1.4	21	0.3	6	4.9	-2.1	8	7
CC1CCN(C(=O)c2cc(-c3ccc4c(c3)OCO4)on2)CC1
    -5	-2.1	-1.1	1.0	3	-0.8	5.1	-9	2
OC(CNCc1ccc(-c2ccccc2)cc1)c1ccccc1 (configuration not stated)
    ·	-0.5	-1.1	·	8	·	-0.7	·	-5
Cc1cccc(N2CCN(C(=O)C34CC5CC(CC(C5)C3)C4)CC2)c1C
    -5	-1.4	0.2	0.8	0	0.3	-0.2	5	-7
CCOc1ccc(OCCC(=O)Nc2ccc3c(c2)OCO3)cc1
    6	0.9	0.1	-8.4	3	-0.4	2.1	2	9
COc1ccc(OC)c(CCNC(=O)Cn2cccc2C(=O)c2ccccc2)c1
    -1	-2.0	0.9	1.2	2	-4.3	0.3	-1	16
Cc1nnc(SCC(=O)Nc2ccc(N3CCN(S(C)(=O)=O)CC3)cc2)o1
    -10	-0.4	0.4	1.7	-2	-7.1	1.3	-28	3
O=C(COC(=O)/C=C/c1ccc(Cl)c(Cl)c1)NC1CCS(=O)(=O)C1 (configuration not stated)
    3	·	-0.6	-1.0	-1	-1.2	-0.6	2	-4
COc1cc(Nc2nc3ccc(Cl)cc3n3cnnc23)cc(OC)c1OC
    -15	-1.3	-0.8	-0.5	-5	-0.7	-0.6	-20	-2
COc1ccc(C(C(=O)Nc2ccc(C(C)C)cc2)N(Cc2ccco2)C(=O)CC2NC(=O)NC2=O)cc1 (configuration not stated)
    -8	-10	-1.1	·	14	-0.7	4.1	-4	6
Cc1ccc(S(=O)(=O)N2CCN(Cc3cc(C(C)(C)C)ccc3O)CC2)cc1
    3	-1.7	-0.7	0.4	-3	-0.2	0.0	-19	3
CC(=O)OC1(c2ccccc2)CCN(C)C2CCCCC21 (configuration not stated)
    2	-2.2	2.1	1.0	6	1.1	1.4	-3	-1
O=C(CSc1cn[nH]n1)Nc1ccccc1C(=O)O
    4	-0.4	-0.7	-1.1	2	0.1	3.9	11	-4
COc1ccccc1NC(=S)NCc1ccc(Cl)cc1
    -3	-0.4	-0.9	-1.8	2	-1.0	0.5	14	12
CC(=O)Nc1ccc(NC(=O)C2(C)Cc3c(-c4ccc(NC(C)=O)cc4)ccnc3O2)cc1 (configuration not stated)
    -2	0.0	·	3.6	9	-0.3	·	-1	-1
O=C(CSc1nnc(CCc2nc3ccccc3[nH]2)n1-c1ccccc1)NCc1ccco1
    -2	1.4	3.3	0.1	3	0.6	1.1	-15	-2
CCCCOc1c(Cl)cc(C(=O)N2CCN(CC(=O)N3CCCC3)CC2)cc1OCC
    1	-3.1	-1.1	0.3	4	1.1	·	8	2
COC(=O)c1ccc(OCCCCN(C)Cc2ccccc2)cc1
    -5	-0.5	1.0	-1.2	7	-1.7	-4.1	?	13
O=C(Nc1cc(Cl)cc(Cl)c1)C(NCC1CCCO1)c1ccccc1 (configuration not stated)
    0	-1.4	0.4	·	6	-0.4	-0.5	-10	-4
NC(=O)C1=C[C@@H](C2CCCCC2)C[C@@H](OCc2ccc(CO)cc2)O1
    -8	-6.4	-0.2	0.6	0	-0.3	1.8	-4	0
COc1ccc(NC(=O)CN(C)C(=O)c2ccc3c(c2)NC(=O)CS3)cc1
    4	-2.0	-0.2	-0.4	-2	1.1	-3.1	-7	-6
Cc1ccccc1NC(=O)N1Cc2ccccc2-n2nncc2C1
    -6	-2.7	·	-3.1	-2	-0.3	·	-1	-3
CCc1nc2ccc(C(=O)Nc3cc(-c4ccccc4)ccc3OC)cn2c1N(C=O)CCC(C)C
    -1	-1.0	·	-1.3	1	-0.1	·	-8	8
Nc1nc2c(ncn2[C@@H]2O[C@H](CNCc3ccccc3)[C@@H](O)[C@H]2O)c(=O)[nH]1
    3	1.9	·	-4.7	4	0.3	·	-1	·
Cc1ccccc1NC(=O)C1CCC(C)(C(=O)O)C1(C)C (configuration not stated)
    -4	-0.8	-1.2	5.5	-3	0.1	-2.2	-3	11
Nc1ncnc(N)c1N=Nc1ccccc1
    -8	-2.4	-0.1	0.0	-7	-2.4	-1.1	?	7
CCCC1NC(=O)c2cccnc2-n2c1nc1ccc(OC)cc1c2=O (configuration not stated)
    3	0.3	·	-0.5	-2	-0.5	·	-4	16
CC(=C/c1ccccc1)/C=N/NC(=O)c1cnccn1
    -1	-0.2	-0.4	36	-2	0.1	0.0	12	43*
O=C1C2(Cl)C3(Cl)C4(Cl)C(Cl)(Cl)C5(Cl)C3(Cl)C1(Cl)C5(Cl)C24Cl (configuration not stated)
    0	2.9	79*	-0.6	3	-0.8	-0.5	0	4
CCC(=O)N1CCC1(C)C(=O)NCc1ccccc1SC (configuration not stated)
    -5	-0.1	·	-0.3	0	-0.4	·	-7	5
O=C(COC(=O)c1ccc(-c2cnc3ccccc3n2)cc1)c1ccccc1
    -4	-0.9	1.0	-2.1	2	0.8	-4.4	1	8
Brc1ccc2[nH]ncc2c1
    2	-2.2	0.2	-2.8	1	0.2	1.7	-2	3
Cc1cc(NC(=O)CSc2nnc3c(C)cc4cc(C)c(C)cc4n23)no1
    -1	-2.5	-0.2	-1.8	-1	0.6	2.1	5	1
COc1ccc(CCNC(=O)c2cc(-c3ccccc3)c(N3CCOCC3)s2)c(OC)c1OC
    -2	-1.2	-1.2	-1.7	3	0.5	1.6	-1	-2
CN(C)S(=O)(=O)N1CCN(Cc2ccccc2)CC1
    1	0.9	-0.8	-0.4	3	0.5	-3.5	-1	-6
COCCN(C(=O)c1cc(-c2ccccc2Cl)nc2ccccc12)c1c(N)n(CC(C)C)c(=O)[nH]c1=O
    4	-3.5	0.1	-5.9	4	-0.3	·	3	10
NC(=O)CC1C(=O)N(c2ccccc2)C(=S)N1NC(=O)c1ccccc1 (configuration not stated)
    0	·	-1.1	-1.1	-1	-1.6	-3.1	-5	16
CC(C)OC(=O)c1ccc(OC(=O)c2cccnc2)cc1
    -2	-3.1	-2.0	1.2	-2	0.8	2.3	-7	1
C=C(C)CNC(=O)c1ccc2nc(Cc3ccc(OC)cc3)oc2c1
    -10	0.9	-0.3	0.5	-2	0.5	-1.1	1	-2
CCCc1cc(=O)[nH]c(SCC(=O)c2cc(C)n(-c3c(C)n(C)n(-c4ccccc4)c3=O)c2C)n1
    -5	0.7	-1.2	1.2	-1	-0.6	0.2	0	3

(further entries)
Values run as follows: Anthrax LF inh2	FadD28 FP inh	PfHsp40 yeast	Mtb BioA inh	FBA Mtb inh	BoNT A protease	UGM FP inh	BoNT F protease	GDH-TPI counter
CC(=O)OCCNc1cc(Sc2nc3ccccc3[nH]2)c2nonc2c1[N+](=O)[O-]
    0	-1.2	-0.7	·	-3	0.3	1.0	2	14
Cc1ccc(C(=O)NC(=S)NCc2ccccc2)cc1
    13	0.3	3.0	-3.7	5	-1.5	3.5	-14	12
COC(=O)C1=C(c2ccc(OC)c(OC)c2)C[C@@H]2CC[C@H]1N2C(=O)NC1CCCCC1
    -5	0.1	0.3	8.7	1	0.1	-1.1	-8	4
C/C=C1\C(OC2OC(CO)C(O)C(O)C2O)OC=C(C(=O)OC)C1CC(=O)OCC1C(C)C(OC(=O)CC2C(C(=O)OC)=COC(OC3OC(CO)C(O)C(O)C3O)/C2=C\C)CC1C(CO)CO (configuration not stated)
    -9	-4.4	-0.4	-0.3	3	-0.3	-0.6	-7	2
CCOC(=O)c1c(C)c(-c2ccccc2)n(CC(=O)N2CCN(C)CC2)c1C
    -2	0.6	-1.0	1.1	0	-1.5	2.6	-13	-4
Nc1nnc(Cc2ccccc2F)s1
    -10	-1.9	-0.4	·	0	0.2	-0.3	-3	-10
c1ccc(OCCSc2nc3ccccc3o2)cc1
    -5	-1.4	1.0	0.1	0	-3.3	-0.2	-28	8
O=C(N/N=C1/CCSC1)c1cc(Br)ccc1O
    -4	2.6	-2.1	1.5	3	-1.7	1.8	-6	16

Full records as entered above:
Results for Cc1ccc(C(=O)NC(=S)NCc2ccccc2)cc1 : Anthrax LF inh2: 13; FadD28 FP inh: 0.3; PfHsp40 yeast: 3.0; Mtb BioA inh: -3.7; FBA Mtb inh: 5; BoNT A protease: -1.5; UGM FP inh: 3.5; BoNT F protease: -14; GDH-TPI counter: 12
Results for Nc1nnc(Cc2ccccc2F)s1 : Anthrax LF inh2: -10; FadD28 FP inh: -1.9; PfHsp40 yeast: -0.4; Mtb BioA inh: ·; FBA Mtb inh: 0; BoNT A protease: 0.2; UGM FP inh: -0.3; BoNT F protease: -3; GDH-TPI counter: -10
Results for C/C=C1\C(OC2OC(CO)C(O)C(O)C2O)OC=C(C(=O)OC)C1CC(=O)OCC1C(C)C(OC(=O)CC2C(C(=O)OC)=COC(OC3OC(CO)C(O)C(O)C3O)/C2=C\C)CC1C(CO)CO (configuration not stated) : Anthrax LF inh2: -9; FadD28 FP inh: -4.4; PfHsp40 yeast: -0.4; Mtb BioA inh: -0.3; FBA Mtb inh: 3; BoNT A protease: -0.3; UGM FP inh: -0.6; BoNT F protease: -7; GDH-TPI counter: 2

Assay outcomes: PubChem BioAssay, several laboratories
